# Assay outcomes as filed in PubChem BioAssay.
# NCF1 inh: p47phox/p22phox peptide binding inhibitors, primary screen, biochemical, uHTS, NADPH oxidase regulatory subunit | 220,000 tested, 0.53% active | AID 1274, 2008 | inhibition, % at 24.7 µM | fluorescence polarization, 2 h | Neutrophil cytosol factor 1 (Homo sapiens), P14598;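 active means inhibition above about 30%, limit read from the data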;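 further: 0% = p47phox with labelled peptide and 100% = labelled peptide alone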
# Target sequence (P14598 whole entry, looked up): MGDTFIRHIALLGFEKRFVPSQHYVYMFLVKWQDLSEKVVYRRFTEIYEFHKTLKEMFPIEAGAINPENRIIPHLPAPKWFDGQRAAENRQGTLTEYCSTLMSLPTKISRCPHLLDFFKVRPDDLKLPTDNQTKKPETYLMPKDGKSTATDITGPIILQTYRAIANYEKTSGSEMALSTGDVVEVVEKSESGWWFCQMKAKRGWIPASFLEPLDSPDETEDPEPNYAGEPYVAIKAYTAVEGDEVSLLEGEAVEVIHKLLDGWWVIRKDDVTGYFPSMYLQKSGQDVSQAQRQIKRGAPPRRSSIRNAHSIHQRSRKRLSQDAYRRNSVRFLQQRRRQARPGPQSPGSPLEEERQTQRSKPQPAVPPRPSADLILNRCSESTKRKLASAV
# Runt-CBFb FRET: inhibitors of RUNX1 Runt–CBFb binding, primary screen, biochemical, FRET, Cerulean-Runt, Venus-CBFb, uHTS | 220,000 tested, 0.46% active | AID 1496, 2009 | inhibition, % at 20 µM | Runt-related transcription factor 1 (Homo sapiens) + Core-binding factor subunit beta … | Cerulean-Runt/Venus-CBFb FRET ratio 530/480, 1 h;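 active means inhibition over about 50% at 20 µM in the single-dose screen, limit read from the data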;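 further: 0% = DMSO wells and 100% = excess unlabeled CBFb competitor control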
#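 Reagent – Venus-CBFb binding partner, 100 nM · Assay system – Cerulean-tagged RUNX1 Runt domain (FRET donor) fusion protein · Input – 100 nM per protein · Incubation – two 1 h room-temperature incubations shielded from light · Measured by – FRET fluorescence · Medium – Tris buffer pH 7.5 with salts and BSA · Benchmarks – unlabeled CBFb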
# RBBP9 inhibitor: human RBBP9 inhibitors, primary screen, biochemical, fluorescence polarization, FP-Rh probe, HTS. Serine hydrolase RBBP9 (Homo sapiens), O75884. recombinant RBBP9. inhibition, % at 7.94 µM. 220,000 tested, 0.2% active. AID 1515, 2009;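 active means inhibition above the campaign mean of all tested compounds plus 3 SD, cut at about 14% in these data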;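 further: plate controls were DMSO wells with RBBP9 for no effect and wells lacking RBBP9 protein for full effect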
# Target sequence (O75884 whole entry, looked up): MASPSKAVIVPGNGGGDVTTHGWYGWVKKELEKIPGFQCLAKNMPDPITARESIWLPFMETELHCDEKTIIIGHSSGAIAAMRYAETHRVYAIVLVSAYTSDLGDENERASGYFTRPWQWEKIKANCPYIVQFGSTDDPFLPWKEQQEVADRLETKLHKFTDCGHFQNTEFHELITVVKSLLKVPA
#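 System: RBBP9 protein / Buffer or medium: Tris/NaCl buffer pH 8.0 with 0.1% Pluronic / Probe or stimulus: Serine-hydrolase probe FP-Rh, 375 nM pre-mixing / Dosing: 7.94 µM single dose, 0.794% DMSO / Times: enzyme-compound preincubation 30 min, then probe labeling 45 min, 25 °C / Technique: fluorescence polarization (mP), excitation 525 nm, emission 598 nm / Replication: singlicate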
# TbHK1 inh: Trypanosoma brucei hexokinase 1 inhibitors, primary screen, biochemical, G6PDH-coupled NADH absorbance, MLSCN library. 220,000 tested, 0.11% active. recombinant TbHK1, G6PDH-coupled NADH A340. inhibition, % at 10 µM;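 active means inhibition of 50% or more in the single-dose primary screen; inactive means inhibition below 50%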
# Calpain2 inh: inhibitors of pig calpain II, primary screen, biochemical, fluorogenic peptide substrate, 1536-well | purified calpain II, 30 min | inhibition, % at 16 µM | 220,000 tested, 0.37% active | AID 1236, 2008;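 active means inhibition above about 50%, limit read from the data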
# EBV gp42 block: Epstein-Barr virus gp42 inhibitors, primary screen, biochemical, uHTS, fluorescence polarization; Glycoprotein 42 (Epstein-Barr virus (strain AG876)), Q1HVG2; Fluorescence polarization binding assay, mP read-out; inhibition, % (tested at 21.74 µM); 220,000 tested, 0.42% active; in the data active means inhibition above about 50%
# Target sequence (Q1HVG2 whole entry, looked up): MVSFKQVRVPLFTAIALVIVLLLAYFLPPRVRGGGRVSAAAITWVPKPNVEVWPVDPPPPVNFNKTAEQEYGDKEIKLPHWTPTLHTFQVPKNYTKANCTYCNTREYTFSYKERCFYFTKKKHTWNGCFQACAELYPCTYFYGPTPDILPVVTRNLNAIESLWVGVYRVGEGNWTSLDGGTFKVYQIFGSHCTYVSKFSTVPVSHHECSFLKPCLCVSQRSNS
# Furin inhibitor: human furin inhibitors, primary screen, biochemical, fluorescence intensity; P09958; purified furin, fluorogenic substrate cleavage; inhibition, % at 30 µM; 220,000 tested, 0.061% active; in the data active means inhibition above about 25%; further: inactives centre near -15
# Runt-SMMHC FRET: inhibitors of RUNX1 Runt–CBFb-SMMHC binding, primary screen, biochemical, FRET, Cerulean-Runt, Venus-CBFb-SMMHC, uHTS; Runt-related transcription factor 1 (Homo sapiens) + Core-binding factor subunit beta …; Cerulean-Runt/Venus-CBFb-SMMHC FRET ratio 530/480, 1 h; inhibition, % at 20 µM; 220,000 tested, 0.74% active;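 active means mean inhibition across duplicate retests at 20 µM reaching about 50%, limit read from the data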;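 further: 0% = DMSO wells and 100% = wells with excess untagged CBFb-SMMHC; inhibitors lower the FRET ratio by blocking Runt binding to CBFb-SMMHC; some results filed as inactive read as strong as hits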
# p97 ATPase inh: inhibitors of human p97 ATPase, primary screen, biochemical | Transitional endoplasmic reticulum ATPase (Homo sapiens), P55072 | recombinant p97 ATPase, Kinase-Glo ATP luminescence, 3 h | inhibition, % at 8 µM | 220,000 tested, 0.42% active | AID 1481, 2009; in the data active means inhibition above about 15%;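 further: 0% = DMSO vehicle and 100% = wells lacking enzyme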
# * = called active by the depositor; . = no result given; [ ] = another dose, or the depositor's remark.
mol	EBV gp42 block	NCF1 inh	TbHK1 inh	Furin inhibitor	RBBP9 inhibitor	Runt-SMMHC FRET	Calpain2 inh	p97 ATPase inh	Runt-CBFb FRET
CCOc1ccc(S(=O)(=O)N2CCN(C(=S)NCc3ccco3)CC2)cc1	1	-16	-1	-29	-9	6	0	4	10
CNC(=O)NC(=O)COC(=O)CCCOc1ccc(OC)cc1	-32	-6	1	-15	-3	-1	-3	0	-2
CCOc1ccc(C(=O)/C=C/Nc2ccc(S(=O)(=O)N=C(N)N)cc2)cc1	-15	-24	-28	-17	6	-41	-33	6	0
O=C(N/N=C1\CCSc2ccc(F)cc21)c1cccnc1	-4	14	-10	-24	-6	1	-25	2	1
CCCCCn1c(SCCc2ccccc2)nc2c1c(=O)[nH]c(=O)n2C	-21	8	1	2	5	20	18	4	3
CN(CC(=O)NC(=O)NCc1ccccc1)Cc1ccc(Cl)c(Cl)c1	0	-3	5	-18	-8	2	26	-1	-4
CCOC(=O)/C=C1\Nc2ccccc2OC1=O	-14	-18	-2	-4	10	0	2	-2	9
CC1CCCN(C(=O)c2ccc(CNc3c(N4CCCCC4)c(=O)c3=O)cc2)C1 (stereo not drawn)	-5	-8	-7	-9	-1	-3	-3	-2	4
COc1ccc(/C(C)=C(\C#N)C(=O)OC(C)C)cc1OC	-7	-5	-17	-5[20 µM]	-5	0	-11	-1	-2
Nc1nc2c(F)cccc2s1	-5	-8	-2	-14	-6	-4	-15	-1	-2
CCOC(=O)c1ccccc1N1C(=O)C2Sc3[nH]c(=O)sc3C(/C=C/c3ccccc3)C2C1=O (stereo not drawn)	9	-10	26	-9	2	-19	-64	5	-4
C=CCOc1cccc(C(=O)NC(c2ccccc2)C(C)C)c1 (stereo not drawn)	-5	-7	-2	-13	-10	-2	19	2	1
O=C(c1cccnc1)N1C2C=CC(C2)C1(C(F)(F)F)C(F)(F)F (stereo not drawn)	-1	-8	3	-20[20 µM]	2	1	-13	1	-1
Cc1cc(SCC(=O)c2ccc(O)c(O)c2)nc2ccccc12	4	-15	-6	-25	-7	2	-105	12	-1
O=C(NCc1csc(-c2cccs2)n1)Nc1ccc(F)cc1F	-2	1	-21	-7	-7	0	-15	5	1
CCOC(=O)c1ccc2nc(C(F)(F)F)[nH]c(=O)c2c1	-13	-8	-10	-30	-1	2	-26	2	-1
O=C(NCCCc1nc2ccccc2[nH]1)c1cccs1	-11	0	1	-20	-10	-2	20	5	1
O=C(NCCCN1CCOCC1)C(=O)N/N=C/c1ccc2c(c1)OCO2	-6	-6	-25	-12	-2	-6	-5	1	4
O=C(Cn1cnc2ccccc21)Nc1ccc(C(=O)O)cc1	-21	-9	-1	0[20 µM]	5	-4	1	2	3
Cc1oc(C(=O)O)cc1CSCc1cc(C(=O)O)c(C)o1	-7	-6	7	-19[20 µM]	-5	-2	18	7	6
N#CCCN1CCN(S(=O)(=O)c2ccc3c(c2)OCCCO3)CC1	-15	-4	-6	-12[20 µM]	-2	0	6	-1	2
O=C(c1ccccc1)N(CCN1CCOCC1)C1(C(=O)Nc2ccccc2)CCCCC1	0	-10	3	-6	-14	3	10	-5	0
CC(C)NC(=O)COC(=O)c1cc(=O)[nH]c2ccccc12	-32	-1	-8	-7[20 µM]	-4	-6	-203	-3	1
Cc1ccc(C)c(N2CCN(C(=S)Nc3ccc4nc(N5CCOCC5)cc(C)c4c3)CC2)c1	0	-2	-9	-17	-3	6	-145	-2	3
Cn1c(C(=O)N2CCOCC2)cnc1Sc1ncc(C(F)(F)F)cc1Cl	5	-4	0	-3[20 µM]	-5	-4	-26	-6	4

# Next section, overlapping the part above by 3 compounds.
mol	EBV gp42 block	NCF1 inh	TbHK1 inh	Furin inhibitor	RBBP9 inhibitor	Runt-SMMHC FRET	Calpain2 inh	p97 ATPase inh	Runt-CBFb FRET
CC(C)NC(=O)COC(=O)c1cc(=O)[nH]c2ccccc12	-32	-1	-8	-7[20 µM]	-4	-6	-203	-3	1
Cc1ccc(C)c(N2CCN(C(=S)Nc3ccc4nc(N5CCOCC5)cc(C)c4c3)CC2)c1	0	-2	-9	-17	-3	6	-145	-2	3
Cn1c(C(=O)N2CCOCC2)cnc1Sc1ncc(C(F)(F)F)cc1Cl	5	-4	0	-3[20 µM]	-5	-4	-26	-6	4
CCCCNS(=O)(=O)c1ccc(NC(=O)c2cccs2)cc1	4	-15	-1	-20	-8	-6	-13	-1	-2
Cc1nc2sc3c(NCc4ccco4)ncnc3c2c2c1COC(C)(C)C2	-22	-16	-16	-26[20 µM]	-2	-7	-52	3	-2
O=C(COc1c(CO)cc(Br)cc1CO)NC1CCCc2ccccc21 (stereo not drawn)	-3	-9	-2	-16	-3	2	-36	1	-2
COC(=O)c1ccccc1C(=O)N1CCCC(C(=O)c2cc(F)ccc2F)C1 (stereo not drawn)	4	1	0	-20	-9	4	4	-1	1
Cc1ccc2c(c1)C(=C(C#N)C#N)C(=O)N2CCN1CCCCC1	-21	-1	-13	-12	-2	0	-26	4	1
Cc1nc2nc(C)c(CCC(=O)NCCC3=CCCCC3)c(C)n2n1	-17	-3	3	-27	7	6	-25	5	1
COc1ccccc1NC(=O)COc1ccccc1	13	-6	-1	-21[20 µM]	7	-3	1	1	0
Cc1cc(S(=O)(=O)Nc2cccc(Cl)c2)c(C)s1	-9	-12	0	-24	-6	-3	-7	3	-2
CCN(CC)S(=O)(=O)c1ccc(N2CCOCC2)c(NC(=O)COc2ccc(Cl)cc2)c1	-16	-30	6	-11	-3	-1	35	-6	-2
COc1ccc2nc(SCC(=O)Nc3cc(C)on3)[nH]c2c1	10	-9	-8	-20[20 µM]	-10	1	-22	1	0
CCOc1cccc(-c2nc(C(N)=O)c3[nH]c(=O)n(-c4cccc(Cl)c4)c3n2)c1O	-5	-7	-2	-27	-4	7	-67	5	2
N=C(N)n1c(N)nc2ccccc2c1=O	-10	1	-14	-21	-2	-4	-106	9	-1
S=C(Nc1ccccc1Cl)NC1CC2CCCC(C1)N2C1CC1 (stereo not drawn)	-2	-3	6	-16	-10	-2	11	2	3
Cc1cccc(C)c1NC(=O)COC(=O)c1c2c(nc3ccccc13)/C(=C\c1ccc3c(c1)OCO3)CCC2	98*	-52	-8	-4	-2	73	-68	6	-184
CN(c1nnc(N)s1)C1CCCCC1	-21	-8	1	-10	2	1	-5	5	1
COc1ccc(S(=O)(=O)N2CCN(S(=O)(=O)c3ccc(C(F)(F)F)cc3)CC2)cc1C	-7	0	-7	-4	4	-15	-8	-2	0
COc1ccc(NC(=O)Nc2ccc(F)cc2F)cc1	-10	-11	1	-27	-1	1	-16	-1	1
O=C(Nc1ccccc1F)c1ccc(S(=O)(=O)NCC2CCCO2)cc1 (stereo not drawn)	-15	2	1	-26	-5	2	10	5	-1
O=C(CSc1nnc(-c2cccs2)o1)N1CCOCC1	4	-1	3	-11[20 µM]	-6	3	2	4	2
C=CCNc1cnn(CC(C)=O)c(=O)c1Br	-5	-7	-1	-4[20 µM]	-6	-3	-17	4	-1
COC(=O)c1ccc(NC(=S)NCCc2cccc(C)c2)cc1	-5	3	4	-10[20 µM]	-10	-2	10	-7	2
S=C(NNc1ccnc2cc(Cl)ccc12)Nc1ccc(Cl)cc1Cl	19	-19	61*	-7	2	-21	-32	4	20
CC(=O)Oc1ccc(/C=N/NS(=O)(=O)c2ccccc2)cc1	3	-13	-2	-22	2	-2	-16	3	0
CC(C)CC1=C/C(=C/c2ccc(-c3ccccc3)o2)C(=O)O1	-13	-40	12	-25	-7	-12	-71	8	4
CCCCc1nc(NCCO)c(C#N)c2c1CCCC2	2	8	-4	2	-9	1	6	-8	-4

mol	EBV gp42 block	NCF1 inh	TbHK1 inh	Furin inhibitor	RBBP9 inhibitor	Runt-SMMHC FRET	Calpain2 inh	p97 ATPase inh	Runt-CBFb FRET
CCOC(=O)c1c(C)oc2c1cc(O)c1ccccc12	-11	-1	-9	-12	2	1	-1	4	0
O=C(NCc1ccc2c(c1)OCO2)c1cc2ccccc2o1	-8	-5	-8	-15[20 µM]	5	-2	-3	1	0
NC(=O)c1c(NC(=O)CN2CCCC2)sc2c1CCCC2	-8	4	-5	-18[20 µM]	-11	-3	17	6	3
Cc1ccc(S(=O)(=O)/N=C(\Nc2cc(C)on2)c2ccc(Cl)cc2)cc1	-4	-6	0	-13	-10	-7	-13	4	-2
CC(CC(=O)O)CC1=NS(=O)(=O)c2ccccc2N1 (stereo not drawn)	-4	-4	2	-17	13	2	-1	5	1
COc1ccc(CNC(=O)CCCn2nc([N+](=O)[O-])cc2C)cc1	-15	1	-1	-33	-4	-2	60*	1	0
CCC(C)(C)n1nnnc1C(c1ccccn1)N1CCCCC1 (stereo not drawn)	-9	4	-1	-5[20 µM]	4	0	5	4	-1
CCCOCc1ccc(O)c2ncccc12	-15	-12	-3	-8	0	-3	-9	1	0
Cc1ccc2oc(NC(=O)N3CCOCC3)cc(=O)c2c1	-6	-1	-37	-16	-4	-4	-84	-3	-3
COc1ccc(N/N=C(\C#N)C(=O)NCCc2ccc(OC)c(OC)c2)cc1	-8	-5	-12	-12	4	4	-19	3	-3
Cc1ccc(S(=O)(=O)NCCC(=O)NCc2ccco2)cc1	-2	-5	2	-32	-11	0	-7	5	-2
Cc1ccn(S(=O)(=O)c2ccc(C(C)(C)C)cc2)n1	1	-2	7	-16[20 µM]	-6	-1	-6	0	0
CN(Cc1ccccc1)C(=O)C1CCN(Cc2ccc(F)cc2)CC1	-24	-5	1	-1	1	0	-14	5	0
COC(=O)c1cc(NC(=O)c2ccc(OC)cc2)c(=O)oc1C	3	-50	-9	-6	6	0	-12	2	3
CCCCC1CCC(C(=O)Nc2c(C)n(C)n(-c3ccccc3)c2=O)CC1 (stereo not drawn)	.	.	6	-14[20 µM]	-3	.	.	-1	.
O=C(COc1ccc2ccccc2c1)NNC(=O)c1cnccn1	-8	-12	-3	-30	-5	-1	-3	4	-2
Cc1nc(SCC(=O)NCC2CCCO2)c2oc3ccccc3c2n1 (stereo not drawn)	-26	-2	2	-22	-9	3	8	4	2
COc1ccc(-n2cc(-c3ccccc3)[n+]3c2CCCCC3)cc1	-18	-6	5	-24	3	-1	-9	6	1
O=C(O)CSc1ccc(NC(=O)Nc2ccccc2F)cc1	-11	-20	8	-11	-4	-2	9	-17	2
COc1ccccc1NC(=O)CNC(=O)c1ccc(F)cc1	-10	-10	4	-9[20 µM]	1	1	-13	6	1
Cc1ccc(NC(=S)NCc2ccccn2)cc1	1	-3	3	-22	-4	3	-33	-2	2
